HSF1 inhib: HSF1 inhibition. activity change, negative = inhibition, % at 7.5 µM (by protocol). NIH3T3-HGL HSE-luciferase, MG132-induced, luminescence 8 h; active compounds read low. 0.77% of 300,000 active;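 active = more than half of replicate wells show activity change below -50%, luminescence cut by over half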;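 also: luciferase reports HSF-1 transcriptional activity via heat shock element; 0% = median of DMSO wells and -100% = zero luminescence signal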
aSyn 5UTR inh: MLPCN primary screen, SNCA 5' untranslated region. alpha-synuclein 5'UTR reporter, inhibitor activity. inhibition, % (tested at 7.5 µM). 0.82% of 300,000 active. AID 1813; in the data active = inhibition above about 60%;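 also: H4 neuroglioblastoma cells stably carrying SNCA 5'UTR luciferase fusion; 0% = DMSO wells and 100% = positive control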
AI-2 QS mod: modulators of Vibrio harveyi AI-2 quorum sensing system | 0.4% of 300,000 active | activity change, % at 7.5 µM | Vibrio harveyi JMH597 AI-2 luminescence/OD600 ratio, 9 h; active compounds read low; strain lacks LuxN and CqsS sensors; 0 = neutral-control median; in the data active = activity change below about -75%, passing the limit was not always enough;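 also: luminescence divided by OD600 gain over 9 h not by final OD600 alone; inactives centre near 13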
GSK3A inh: blocks human GSK-3 alpha kinase | ADP-Glo luminescence, 60 min | inhibition, % at 10 µM | 0.1% of 320,000 active;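 in the data active = inhibition above about 50%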;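 also: GST-tagged GSK-3 alpha with peptide substrate and 25 µM ATP; 0% = DMSO neutral wells and 100% = GW8510 positive control wells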
Target sequence (P49840 whole entry, looked up): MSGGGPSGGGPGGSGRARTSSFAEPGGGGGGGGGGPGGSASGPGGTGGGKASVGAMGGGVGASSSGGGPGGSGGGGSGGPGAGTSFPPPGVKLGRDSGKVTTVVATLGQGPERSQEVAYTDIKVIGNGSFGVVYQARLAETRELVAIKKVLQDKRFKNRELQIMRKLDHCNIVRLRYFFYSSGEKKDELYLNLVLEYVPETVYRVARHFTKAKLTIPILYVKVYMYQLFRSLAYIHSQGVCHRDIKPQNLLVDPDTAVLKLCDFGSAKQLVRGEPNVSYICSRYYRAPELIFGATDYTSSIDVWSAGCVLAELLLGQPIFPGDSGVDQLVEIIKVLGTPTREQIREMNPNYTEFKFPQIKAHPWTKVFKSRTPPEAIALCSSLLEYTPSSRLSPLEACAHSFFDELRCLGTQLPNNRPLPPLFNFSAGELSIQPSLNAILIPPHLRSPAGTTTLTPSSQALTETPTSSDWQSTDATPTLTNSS
PolyA inh: inhibitors of polyadenylation in S. cerevisiae. S. cerevisiae SKY197-pL101 polyadenylation reporter, beta-gal luminescence; efflux-impaired pdr1/pdr3 knockout yeast; score 100 = 6 SD above DMSO. calls only at 12 µM. 0.02% of 300,000 active;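 active = lowest replicate activity score at least 50, where 100 means six control SD above control mean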;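 also: yeast exposed to compound for 9 h at 30 °C; higher score means more reporter readthrough which indicates perturbed polyadenylation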
IEC-6 tox: kills IEC-6 intestinal cells in KLF5 counter-screen; IEC-6 cytotoxicity, luminescence viability; inhibition, % at 5 µM; 0.78% of 290,000 active; in the data active = inhibition above about 22%;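 also: 0% = plate median of test compound wells and 100% = cytotoxic reference compound wells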
KLF5 inh: inhibitors of KLF5 expression. 0.23% of 290,000 active. DLD-1 KLF5 promoter-luciferase reporter, luminescence. inhibition, % at 5 µM;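 active = inhibition above a per-plate limit of that plate's mean compound inhibition plus 3 SD, cut at about 60% in these data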;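 also: 0% = DMSO wells and 100% = LY294002 at 200 µM; higher means less KLF5 promoter-driven luciferase light; inactives centre near -14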
HSP90 inh: HSP90 refolding inhibition in rabbit reticulocyte lysate. luciferase refolding luminescence, 3 h. inhibition, % at 5.6 µM. 0.91% of 290,000 active;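 active = inhibition above the screen-wide mean plus 3 SD, computed separately per campaign, cut at about 16% in these data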;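 also: 0% = DMSO wells and 100% = 60 µM geldanamycin wells; inhibitors lower the luminescence because luciferase stays unfolded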
GSK3B inh: inhibitors of human GSK3beta kinase; GST-GSK3beta kinase, ADP-Glo luminescence, 60 min; active compounds read low; activity score (negative = inhibition), % at 10 µM; AID 2097; P49841; 0.038% of 300,000 active;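 active = more than half of replicate wells score below -50%, meaning over 50% inhibition versus plate controls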;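 also: 0% = median DMSO wells and -100% = median GW8510 positive control wells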
Target sequence (P49841 whole entry, looked up): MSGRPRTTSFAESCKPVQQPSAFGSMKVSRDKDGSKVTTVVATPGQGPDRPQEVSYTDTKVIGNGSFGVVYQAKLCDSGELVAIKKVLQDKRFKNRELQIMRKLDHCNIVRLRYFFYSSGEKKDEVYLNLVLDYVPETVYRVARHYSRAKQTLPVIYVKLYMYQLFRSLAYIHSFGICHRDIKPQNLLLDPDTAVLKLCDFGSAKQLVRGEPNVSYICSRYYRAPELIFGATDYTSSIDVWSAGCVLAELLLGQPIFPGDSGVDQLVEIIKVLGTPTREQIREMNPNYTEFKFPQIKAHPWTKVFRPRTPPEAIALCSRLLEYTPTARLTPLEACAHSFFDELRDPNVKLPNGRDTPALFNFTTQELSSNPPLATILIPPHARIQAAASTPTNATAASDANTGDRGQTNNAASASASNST
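Assay system: GST-fused GSK3beta enzyme, cell-free / Medium: Tris pH 7.5 buffer with MgCl2, DTT, BSA, heparin / Also added: peptide substrate plus 25 µM ATP (final) / Compound: 10 µM single point / Timing: kinase reaction with compound 60 min at room temperature / Detection: ADP-Glo luminescence / Benchmarks: DMSO neutral wells and GW8510 at 20 µM as positive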
HSF1 activator: increases HSF-1 driven luciferase reporter signal | NIH3T3-HGL HSF-1 luciferase reporter, MG132, 8 h; 100% = twice DMSO control signal | activation, % at 9 µM | 1.7% of 300,000 active | AID 504408;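 active = mean replicate activation of at least 50% with a set share of replicates each reaching 50%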;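 also: 0% = median of the neutral control wells and 100% = twice that signal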
* = called active by the depositor.

What do the screens show for `COc1ccc(N2CC(C(=O)N[C@H](C(=O)NC3CCCCC3)C(C)C)CC2=O)cc1` (stereo partly specified)?
HSF1 inhib: 1; aSyn 5UTR inh: -5; AI-2 QS mod: 17; GSK3A inh: 1; PolyA inh: inactive; IEC-6 tox: 4; KLF5 inh: -5; HSP90 inh: 0; GSK3B inh: 2; HSF1 activator: 9

How did COc1ccc(-c2[nH]ncc2CN(C)C(C)c2ccon2)cc1F (stereo unspecified) do in these assays?
HSF1 inhib: 2; aSyn 5UTR inh: 8; AI-2 QS mod: 9; GSK3A inh: -1; PolyA inh: inactive; IEC-6 tox: -1; KLF5 inh: -9; HSP90 inh: -8; GSK3B inh: -1; HSF1 activator: -9

Results for Cc1nc(C(N)=O)nc2ccccc12 ?
HSF1 inhib: 2; aSyn 5UTR inh: -16; AI-2 QS mod: 10; GSK3A inh: 5; PolyA inh: inactive; IEC-6 tox: 5; KLF5 inh: 5; HSP90 inh: 0; GSK3B inh: 0; HSF1 activator: 0

What do the screens show for `COc1ccccc1N=C1SCC(=O)N1Cc1ccco1`?
HSF1 inhib: 0; aSyn 5UTR inh: -7; AI-2 QS mod: 18; GSK3A inh: 0; PolyA inh: inactive; IEC-6 tox: -3; KLF5 inh: 4; HSP90 inh: 5; GSK3B inh: 3; HSF1 activator: 13

What do the screens show for `CC(NC(=O)CCC(=O)c1cccs1)c1ccccc1` (stereo unspecified)?
HSF1 inhib: -1; aSyn 5UTR inh: -9; AI-2 QS mod: 10; GSK3A inh: -2; PolyA inh: inactive; GSK3B inh: -3; HSF1 activator: -11

What do the screens show for `Cc1ccc(OCC(=O)Nc2ccc(S(=O)(=O)Nc3ccccn3)cc2)cc1C`?
HSF1 inhib: 1; aSyn 5UTR inh: -17; AI-2 QS mod: -19; GSK3A inh: 0; PolyA inh: inactive; IEC-6 tox: 7; KLF5 inh: -14; HSP90 inh: 3; GSK3B inh: 1; HSF1 activator: 5

How did COc1ccc(NC(=S)N2CCCC2)c(OC)c1 do in these assays?
HSF1 inhib: 5; aSyn 5UTR inh: -11; AI-2 QS mod: 12; GSK3A inh: -2; PolyA inh: inactive; IEC-6 tox: 0; KLF5 inh: -8; HSP90 inh: 0; GSK3B inh: 1; HSF1 activator: 17

How did COC(=O)[C@]1(C)N[C@H](c2ccc(-c3ccc(F)cc3)cc2)[C@@H]2C(=O)N(C)C(=O)[C@@H]21 do in these assays?
HSF1 inhib: -10; aSyn 5UTR inh: 3; AI-2 QS mod: 23; GSK3A inh: -2; PolyA inh: inactive; GSK3B inh: 1; HSF1 activator: -8

Results for CCN1CCN(c2ncnc3scc(-c4ccc(C)c(C)c4)c23)CC1 ?
HSF1 inhib: -21; aSyn 5UTR inh: 3; AI-2 QS mod: 37; GSK3A inh: 5; PolyA inh: inactive; IEC-6 tox: -9; KLF5 inh: 3; HSP90 inh: -2; GSK3B inh: -6; HSF1 activator: -20

What do the screens show for `CS(=O)(=O)N(CC(=O)NCc1ccncc1)C1CCCCC1`?
HSF1 inhib: 3; aSyn 5UTR inh: -1; AI-2 QS mod: 9; GSK3A inh: -12; PolyA inh: inactive; IEC-6 tox: 3; KLF5 inh: -7; HSP90 inh: 0; GSK3B inh: -1; HSF1 activator: 1

How did C=CCSC1=C(C#N)C(c2ccccc2)CC(=O)N1 (stereo unspecified) do in these assays?
HSF1 inhib: 5; aSyn 5UTR inh: 4; AI-2 QS mod: 7; GSK3A inh: 0; PolyA inh: inactive; IEC-6 tox: 0; KLF5 inh: -17; HSP90 inh: -2; GSK3B inh: 0; HSF1 activator: 2

How did CO/N=C/NC(=O)c1c(OC)ccnc1Oc1ccc(F)cc1 do in these assays?
HSF1 inhib: -11; aSyn 5UTR inh: 1; AI-2 QS mod: 14; GSK3A inh: 0; PolyA inh: inactive; IEC-6 tox: -2; KLF5 inh: -18; HSP90 inh: 4; GSK3B inh: -2; HSF1 activator: -20

How did Cc1c(Br)c([N+](=O)[O-])nn1CC(=O)Nc1nccs1 do in these assays?
HSF1 inhib: -1; aSyn 5UTR inh: 17; AI-2 QS mod: 13; GSK3A inh: 6; PolyA inh: inactive; IEC-6 tox: -4; KLF5 inh: -5; HSP90 inh: 0; GSK3B inh: 2; HSF1 activator: 13

Results for Cc1ccc2c(c1)OC(=O)CC2c1ccccc1 (stereo unspecified) ?
HSF1 inhib: -5; aSyn 5UTR inh: 6; AI-2 QS mod: 10; GSK3A inh: 0; PolyA inh: inactive; IEC-6 tox: 1; KLF5 inh: -19; HSP90 inh: 5; GSK3B inh: 2; HSF1 activator: -6

How did O=C(Nc1cc(N2CCOCC2)ncn1)NC1(C(F)(F)F)Oc2ccc(Cl)cc2O1 (stereo unspecified) do in these assays?
HSF1 inhib: 9; aSyn 5UTR inh: 37; AI-2 QS mod: 12; GSK3A inh: 6; PolyA inh: inactive; IEC-6 tox: 3; KLF5 inh: -22; HSP90 inh: 6; GSK3B inh: -5; HSF1 activator: 40

Looked up by structure from the list above, two records:
What do the screens show for `CS(=O)(=O)N(CC(=O)NCc1ccncc1)C1CCCCC1`?
HSF1 inhib: 3; aSyn 5UTR inh: -1; AI-2 QS mod: 9; GSK3A inh: -12; PolyA inh: inactive; IEC-6 tox: 3; KLF5 inh: -7; HSP90 inh: 0; GSK3B inh: -1; HSF1 activator: 1

What do the screens show for `COc1ccccc1N=C1SCC(=O)N1Cc1ccco1`?
HSF1 inhib: 0; aSyn 5UTR inh: -7; AI-2 QS mod: 18; GSK3A inh: 0; PolyA inh: inactive; IEC-6 tox: -3; KLF5 inh: 4; HSP90 inh: 5; GSK3B inh: 3; HSF1 activator: 13

Later entries
How did COc1ccc(CN(C(=O)c2oc3cc(C)ccc3c2C)C2CCS(=O)(=O)C2)cc1OC (stereo unspecified) do in these assays?
HSF1 inhib: 3; aSyn 5UTR inh: 35; AI-2 QS mod: 17; GSK3A inh: 1; PolyA inh: inactive; IEC-6 tox: -1; KLF5 inh: -3; HSP90 inh: -3; GSK3B inh: 3; HSF1 activator: -19

Results for CCOc1ccc(N2CC(C(=O)N3CCCc4ccccc43)CC2=O)cc1 (stereo unspecified) ?
HSF1 inhib: 2; aSyn 5UTR inh: 16; GSK3A inh: 6; PolyA inh: inactive; IEC-6 tox: -1; KLF5 inh: 17; HSP90 inh: 0; HSF1 activator: 23

Results for Cc1ccc2c(COC(=O)c3ccccc3F)cc(=O)oc2c1 ?
HSF1 inhib: 32; aSyn 5UTR inh: -39; AI-2 QS mod: 11; GSK3A inh: -2; PolyA inh: inactive; IEC-6 tox: 2; KLF5 inh: -14; HSP90 inh: -3; GSK3B inh: -3; HSF1 activator: 37

How did CC(C)(C)c1cc(C(=O)NNC(=O)Nc2cccc(Cl)c2)n(Cc2ccccc2)n1 do in these assays?
AI-2 QS mod: 26; GSK3A inh: 0; PolyA inh: inactive; IEC-6 tox: 0; KLF5 inh: -10; HSP90 inh: 2; GSK3B inh: -4

Results for COc1ccc(C)cc1NC(=O)c1ccc([N+](=O)[O-])cc1[N+](=O)[O-] ?
HSF1 inhib: 29; aSyn 5UTR inh: -33; AI-2 QS mod: 31; GSK3A inh: 0; PolyA inh: inactive; IEC-6 tox: -1; KLF5 inh: -38; HSP90 inh: -1; GSK3B inh: 1; HSF1 activator: 13

What do the screens show for `O=C(c1ccco1)N1CCN(c2ncnc3c(-c4ccccc4)nsc23)CC1`?
HSF1 inhib: 27; aSyn 5UTR inh: -106; AI-2 QS mod: 13; GSK3A inh: 0; PolyA inh: inactive; IEC-6 tox: -2; KLF5 inh: -21; HSP90 inh: -4; GSK3B inh: 2; HSF1 activator: 51*

Results for COc1ccc(C2NC3=C(CCC3)C3(C#N)C4(N=C(N)C23C#N)OCCO4)cc1 (stereo unspecified) ?
HSF1 inhib: -27; aSyn 5UTR inh: -24; AI-2 QS mod: 8; GSK3A inh: -4; PolyA inh: inactive; IEC-6 tox: -3; KLF5 inh: -2; HSP90 inh: 4; GSK3B inh: -1; HSF1 activator: -31

Results for COCC(C)N=C1NN=C(c2cc(C)n(Cc3ccccc3Cl)c2C)CS1 (stereo unspecified) ?
HSF1 inhib: -5; aSyn 5UTR inh: -141; AI-2 QS mod: 11; GSK3A inh: 1; PolyA inh: inactive; IEC-6 tox: 4; KLF5 inh: -6; HSP90 inh: 34*; GSK3B inh: -20; HSF1 activator: -16

Results for COC(=O)c1sc2nc(SCc3ccccc3C)n(N)c(=O)c2c1C ?
HSF1 inhib: 3; aSyn 5UTR inh: 6; AI-2 QS mod: 2; GSK3A inh: -3; PolyA inh: inactive; IEC-6 tox: -2; KLF5 inh: -36; HSP90 inh: -2; GSK3B inh: -5; HSF1 activator: 0

What do the screens show for `Cc1cccc(C)c1NC(=O)C1CCCN1C(=O)Nc1cccc(F)c1` (stereo unspecified)?
HSF1 inhib: 0; aSyn 5UTR inh: -6; AI-2 QS mod: -1; GSK3A inh: -4; PolyA inh: inactive; IEC-6 tox: 0; KLF5 inh: 0; HSP90 inh: 0; GSK3B inh: 2; HSF1 activator: -15

What do the screens show for `COc1ccc(/C=C(\NC(=O)c2ccccc2Cl)C(=O)NCCCC(=O)O)cc1`?
HSF1 inhib: -4; aSyn 5UTR inh: 8; AI-2 QS mod: 28; PolyA inh: inactive; IEC-6 tox: 1; KLF5 inh: -3; HSP90 inh: 2; GSK3B inh: 1; HSF1 activator: -1

How did CCN(CC)S(=O)(=O)c1cccc(NC(=O)C2SC(=Nc3ccc(C)cc3C)C(C(=O)NC(C)COC)=C2N)c1 (stereo unspecified) do in these assays?
HSF1 inhib: 1; aSyn 5UTR inh: 4; AI-2 QS mod: 18; GSK3A inh: -3; PolyA inh: inactive; IEC-6 tox: 12; KLF5 inh: -12; HSP90 inh: -4; GSK3B inh: -2; HSF1 activator: -21

What do the screens show for `O=[N+]([O-])c1ccc(C2=NN(c3ccccc3)C(c3ccco3)C2)cc1` (stereo unspecified)?
HSF1 inhib: 7; aSyn 5UTR inh: -75; AI-2 QS mod: -5; PolyA inh: inactive; IEC-6 tox: -4; KLF5 inh: -44; HSP90 inh: 4; GSK3B inh: -1; HSF1 activator: 21

How did COc1cccc(CNCCSc2nnnn2C)c1 do in these assays?
HSF1 inhib: 6; aSyn 5UTR inh: 9; AI-2 QS mod: 28; GSK3A inh: -1; IEC-6 tox: -3; KLF5 inh: -15; HSP90 inh: -4; GSK3B inh: 5; HSF1 activator: 19

Results for O=C(NCc1ccccn1)c1ccco1 ?
HSF1 inhib: 2; aSyn 5UTR inh: 4; AI-2 QS mod: 25; GSK3A inh: -8; PolyA inh: inactive; IEC-6 tox: 4; KLF5 inh: -7; HSP90 inh: -10; GSK3B inh: 1; HSF1 activator: 8

What do the screens show for `COc1cccc(CN2CCNC(=O)C2CC(=O)NCCOc2cccnc2)c1` (stereo unspecified)?
HSF1 inhib: -7; aSyn 5UTR inh: 10; AI-2 QS mod: 35; GSK3A inh: -1; PolyA inh: inactive; IEC-6 tox: 3; KLF5 inh: -6; HSP90 inh: -1; GSK3B inh: 0; HSF1 activator: 5

From PubChem

The list is partial; the hit share may differ from the screen's.
